ABHD4 inh = inhibits mouse alpha/beta hydrolase domain 4; 370,000 tested, 0.54% active; Q8VD66; inhibition, % at 8.92 µM; purified mABHD4, FP-Rh probe fluorescence polarization;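 active = inhibition exceeding the mean over every tested compound plus 3 SD, cut at about 30% in these data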;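 note: 0% = plate median of compound wells and 100% = S159A mutant with DMSO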
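Assay system: mABHD4 protein; medium: HEPES pH 7.0, NaCl, Pluronic buffer; dosing: 8.92 µM, single dose; schedule: 45 min + 60 min at 25 °C; signal: FP readout, ex 525 nm / em 598 nm; read-out: normalized percent inhibition of probe labeling; repeats: single replicate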
TDP2 absorb = blocks human TDP2 phosphodiesterase activity. O95551. recombinant TDP2, T5PNP hydrolysis, p-nitrophenol absorbance 415 nm. inhibition, % at 12.8 µM. 370,000 tested, 0.34% active. AID 720702;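 active = inhibition above the mean of all tested compounds plus 3 SD, set per campaign, cut at about 25% in these data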;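 note: 0% = DMSO with enzyme and 100% = buffer with substrate but no TDP2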
Target sequence (O95551 whole entry, looked up): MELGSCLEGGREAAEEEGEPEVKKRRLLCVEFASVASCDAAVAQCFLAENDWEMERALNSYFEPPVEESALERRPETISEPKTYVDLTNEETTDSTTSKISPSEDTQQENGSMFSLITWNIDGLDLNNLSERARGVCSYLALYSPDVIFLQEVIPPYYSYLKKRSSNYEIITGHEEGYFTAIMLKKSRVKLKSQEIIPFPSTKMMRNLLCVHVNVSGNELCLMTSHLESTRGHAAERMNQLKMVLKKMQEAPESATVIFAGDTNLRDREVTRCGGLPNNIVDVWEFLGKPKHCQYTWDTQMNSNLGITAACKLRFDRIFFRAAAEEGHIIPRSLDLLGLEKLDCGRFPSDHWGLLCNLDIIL
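System – recombinant human TDP2 · Amount – 120 nM TDP2 per well · Buffer or medium – Mg2+-containing Tris-HCl buffer, pH 7.5 · Reagent – T5PNP substrate, 5 mM · Dosing – 12.8 µM single point, 1% DMSO · Incubation – 2 h at 37 °C · Measured by – epi absorbance · Read-out basis – percent inhibition · Benchmarks – high control without enzyme, low control DMSO plus TDP2 · Repeats – singlicate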
TCR CD3 inh = inhibitors of human TCR-CD3 interaction; TAMRA-labeled TCR probe fluorescence, biochemical; AID 651800; inhibition, % at 9.4 µM; 360,000 tested, 0.37% active; in the data active = inhibition above about 19%;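 note: recombinant mutant TCR 2C K166C tagged with TAMRA read by polarization; 0% = receptor in buffer alone and 100% = receptor with positive control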
Tn7 DDE FP = inhibitors of Tn7 peptide binding to human fibrin DD(E); P02675; FP displacement of FITC-Tn7 peptide from fibrin DD(E); 0% = median of compound wells per plate; 370,000 tested, 0.13% active; AID 720508; inhibition, % at 8.3 µM;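 active = inhibition above the mean of compounds falling within the control limits plus 3 SD of them, cut at about 14% in these data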;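 note: 0% = plate median of compound wells and 100% = 10 µM Aha-Tn7 peptide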
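Assay system: Human clot-derived fibrin DD(E) complex | Buffer or medium: Tris/NaCl/CaCl2 buffer, pH 7.8 | Repeats: One replicate per compound | Benchmarks: Aha-Tn7 high control | Measure: % inhibition scaled between sample-field median and high-control FP | Schedule: 10 min plus 3 h, room temperature | Signal: Fluorescence polarization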
LEDGF integ inh = blocks HIV-1 LEDGF/p75-dependent DNA integration. TR-FRET IN-LEDGF/p75 DNA integration, Eu/Cy5. inhibition, % at 3.7 µM. 370,000 tested, 0.64% active. AID 743269;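 active = inhibition above the screen-wide mean plus 3 SD, cut at about 13% in these data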;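 note: signal is the Cy5 over europium emission ratio at 671 and 618 nm; 0% = plate median of compound wells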
UHRF1 MBD2 ctr = UHRF1 methyl-DNA binding inhibition; UHRF1 binding to methylated oligo, TR-FRET; 370,000 tested, 0.75% active; AID 687016; inhibition, % at 4.4 µM; Q96T88; in the data active = inhibition above about 21%;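 note: UHRF1 SRA domain binding a hemimethylated CpG hairpin DNA probe; 0% = median of test compound wells and 100% = reference inhibitor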
PG9 binder = PG9 antibody binding by small molecule. TR-FRET gp120-PG9 antibody binding. 360,000 tested, 0.43% active. inhibition, % at 6.7 µM. AID 624416; in the data active = inhibition above about 8.5%
PRMT1 inh = PRMT1 (human) inhibition, primary screen; 370,000 tested, 1.3% active; AID 652257; recombinant PRMT1, activity-based probe fluorescence polarization; Q99873; inhibition, % at 2.79 µM;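 active = inhibition above about 21% made by adding two undisclosed values, limit read from the data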
HTRA1 inhibitor = HTRA1 (human) protease inhibition; recombinant HTRA1, FP-rhodamine activity-based probe, fluorescence polarization; inhibition, % at 5.96 µM; 340,000 tested, 0.5% active; in the data active = inhibition above about 36%;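 note: 0% = enzyme with DMSO and 100% = wells lacking enzyme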
SIAE primary = inhibitors of human sialic acid acetylesterase SIAE; Q9HAT2; SIAE FP-Rh probe binding, fluorescence polarization; inhibition, % at 9.66 µM; 370,000 tested, 0.69% active; AID 1053197;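 active = inhibition above a cutoff: mean of compounds within the control limits plus 3 SD of those, cut at about 17% in these data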;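 note: 0% = plate median of compound wells and 100% = probe without SIAE protein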
Target sequence (Q9HAT2 whole entry, looked up): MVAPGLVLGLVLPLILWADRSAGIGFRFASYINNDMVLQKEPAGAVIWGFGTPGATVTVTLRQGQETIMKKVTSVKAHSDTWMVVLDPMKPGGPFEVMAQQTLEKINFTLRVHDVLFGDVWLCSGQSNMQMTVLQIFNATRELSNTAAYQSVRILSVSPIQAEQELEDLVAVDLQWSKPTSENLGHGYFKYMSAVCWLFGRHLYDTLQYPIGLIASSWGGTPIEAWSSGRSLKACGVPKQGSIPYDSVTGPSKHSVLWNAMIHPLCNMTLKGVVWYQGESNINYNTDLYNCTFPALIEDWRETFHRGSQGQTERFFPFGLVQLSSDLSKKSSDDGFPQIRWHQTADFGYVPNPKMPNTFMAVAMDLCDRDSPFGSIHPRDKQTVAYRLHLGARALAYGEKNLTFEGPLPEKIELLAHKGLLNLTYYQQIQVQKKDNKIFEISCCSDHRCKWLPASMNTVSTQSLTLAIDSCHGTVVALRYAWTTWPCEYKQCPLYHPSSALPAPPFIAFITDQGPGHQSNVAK
An asterisk follows results filed as active; nt = not tested or not shown. Not a hit list, and some 4.2% of all compounds hit somewhere here.

SMILES	ABHD4 inh	TDP2 absorb	TCR CD3 inh	Tn7 DDE FP	LEDGF integ inh	UHRF1 MBD2 ctr	PG9 binder	PRMT1 inh	HTRA1 inhibitor	SIAE primary
O=C1CC(N2CCN(c3cccc(C(F)(F)F)c3)CC2)C(=O)N1c1ccc(F)cc1 (configuration not stated)	-14	-8	-3	-2	1	4	0.1	9	-5	0
CC(=O)Nc1ccc(NC(=O)CSCc2ccccc2Cl)cc1	2	-7	6	8	2	0	-0.4	1	-1	-5
COc1cccc(OC)c1C(=O)Nc1ccc(CN2CCOCC2)cc1	-2	-6	-6	-6	-4	2	-0.4	1	3	-1
CC(C)(C)c1ccc(CS(=O)(=O)CC(O)CN2CCCC2=O)cc1 (configuration not stated)	4	14	3	-14	4	2	-0.9	1	1	5
COc1ccc(C(CNC(=O)c2oc3cc(C)c(C)cc3c2C)N2CCCCC2)cc1 (configuration not stated)	1	3	6	3	0	-1	-0.3	-2	-3	11
CCc1nnc(NC(=O)c2ccc(S(=O)(=O)N3CCCC(C)C3)cc2)s1 (configuration not stated)	2	-8	12	4	-4	-2	-0.1	-2	7	0
COc1ccc(S(=O)(=O)N2CCCC2)cc1C(=O)N1CCOCC1	-6	-4	5	-2	4	3	-4.2	-4	6	-8
COc1cc(/C=C/C(=O)O)cc(S(=O)(=O)Nc2ccccc2SC)c1OC	13	2	-2	2	0	-1	-0.9	2	-1	-10
Nn1c(-c2ccccc2Cl)nnc1-c1ccccc1Cl	5	-4	6	3	-2	0	0.9	-1	0	2
CC1CCCC(C)N1C(=O)CSc1nnc(-c2ccco2)n1C (configuration not stated)	7	17	-6	5	0	-2	2.2	3	1	4
Cc1c(Cl)cccc1NC(=S)N(CCCN1CCOCC1)Cc1ccco1	4	17	3	5	-1	-3	-0.1	2	1	-3
COc1ccc(S(=O)(=O)Nc2ccccc2SC)cc1C	-8	-7	4	2	-1	1	-0.6	-1	-3	4
Cc1cc(/C=N/NC(=O)c2ccc(O)cc2)c(C)n1CC(C)C	0	5	6	7	0	-3	-0.4	-5	18	9
O=C1/C(=C2\C(=O)N(Cc3ccc(F)cc3)c3ccccc32)SC(=S)N1CCS(=O)(=O)O	76*	-2	-8	1	-4	3	-3.3	9	-6	14
N#C/C(=C\c1cn[nH]c1-c1ccc(Cl)cc1)C(=O)NCc1ccccc1	-29	3	6	0	0	1	-1.7	2	-41	-8
NNC(=O)CSCc1nc(-c2ccc(Cl)cc2)cs1	-16	-2	1	8	0	0	-0.8	1	nt	-9
COc1cc(NC(=S)NCCN2CCOCC2)cc(OC)c1	1	2	-8	-1	-5	2	-0.4	4	5	1
CC(C)(C)c1ccc(NC(=O)COC(=O)C2=COCCO2)cc1	-5	-7	-3	-2	2	4	0.3	-2	-2	-3
COc1cccc2cc(-c3ccccc3)oc12	4	-7	-2	-4	0	2	0.7	-4	nt	0
CN(C)C(=O)CSc1nnc(-c2cc(-c3cccs3)nc3ccccc23)o1	-7	-3	-4	2	-10	3	1.1	1	1	-11
O=C1NC(=O)/C(=C\c2ccc(Br)o2)S1	2	0	1	1	11	45*	0.2	43*	-4	0
CCn1ncc(/C=C/C(=O)NCc2cnn(C)c2C)c1C	3	-6	-1	-6	-2	1	-0.8	5	8	-3
CC(=O)Nc1ccc(NC(=O)c2sc3nc4n(c(=O)c3c2C)CCCCC4)cc1	-3	5	2	3	-4	-1	0.2	4	2	-10
O=C(CSc1nnc(CNC(=O)c2ccccc2)o1)Nc1ccc2c(c1)OCCO2	4	-5	1	11	-5	-2	1.9	1	-1	2
COCCn1c(SCC(=O)Nc2c(C)n(C)n(-c3ccccc3)c2=O)nnc1-c1ccncc1	1	2	7	-5	1	-1	-1.7	-7	8	-1
COc1ccc(S(=O)(=O)N(CC(=O)O)c2ccccc2)cc1	3	7	-3	2	2	2	1.7	8	-3	-2
COC(=O)c1cc(NC(=O)c2ccc(Cn3cc(Cl)cn3)o2)cc(C(=O)OC)c1	-5	1	-1	-1	0	-1	0.0	0	-9	-9
CCOC(=O)N1CCN(C(=O)C2CCC(=O)N(CCCN3CCCC3=O)C2)CC1 (configuration not stated)	-1	-3	0	-1	0	1	-2.0	4	-1	-6
Cc1cc(C(=O)C(=O)O)c(C)n1-c1ccc(Cl)c(Cl)c1	1	6	3	4	0	-1	-1.0	1	-2	-5
COc1ccc(C(=O)/C=C/N(C)C)cc1OC	-11	-6	5	-5	9	-1	-3.7	3	-1	-7
CC(=O)N1CC(C)c2scc(C)[n+]2-c2ccccc21 (configuration not stated)	0	-13	14	2	-1	-1	-1.2	54*	-1	0
Cc1ccc(S(=O)(=O)N2CCCN(c3nc4cc(C)ccc4cc3C#N)CC2)cc1	3	-6	11	1	4	-9	0.6	9	-35	3
Cc1nc(CN(C)C(=O)C2CCC(=O)N(CCc3cccc(F)c3)C2)cs1 (configuration not stated)	7	-13	6	1	-1	1	-1.4	-3	1	0
Cc1c(NC(=O)CN2C(=O)C3C4C=CC(C4)C3C2=O)c(=O)n(-c2ccccc2)n1C (configuration not stated)	5	6	4	4	0	-9	0.5	-1	-3	-3
Nc1ccccc1C(=O)NCc1ccco1	5	15	4	-3	1	0	-1.3	-3	4	8
Cc1ccc(C(=O)Nc2ccc3c(c2)C(=O)NC3=O)cc1	0	-4	-9	-4	2	0	0.6	1	2	-46
COc1ccccc1CNC(=O)C(=O)NCCC1CCCCN1S(=O)(=O)c1ccccc1 (configuration not stated)	-6	10	4	-2	1	-4	0.6	-1	-8	4
Cc1ccc(C2C(C(=O)c3cccs3)=C(O)C(=O)N2c2nnc(C)s2)cc1 (configuration not stated)	-12	-7	-3	32*	3	-31	2.5	69*	-5	-3
CC(C)C[C@H]1CNC(=S)N1CC1CCN(CCCC2CCCCC2)CC1	2	-5	3	2	-2	0	-0.4	-2	6	1
COC(=O)c1ccc(NC(=S)Nc2cccc(C)n2)cc1	0	-5	-1	-2	3	3	17*	-7	-6	-9

Entries of single compounds, looked up by structure. Order of screens: ABHD4 inh | TDP2 absorb | TCR CD3 inh | Tn7 DDE FP | LEDGF integ inh | UHRF1 MBD2 ctr | PG9 binder | PRMT1 inh | HTRA1 inhibitor | SIAE primary
Cc1ccc(C(=O)Nc2ccc3c(c2)C(=O)NC3=O)cc1 in the list: 0 | -4 | -9 | -4 | 2 | 0 | 0.6 | 1 | 2 | -46
N#C/C(=C\c1cn[nH]c1-c1ccc(Cl)cc1)C(=O)NCc1ccccc1 in the list: -29 | 3 | 6 | 0 | 0 | 1 | -1.7 | 2 | -41 | -8
CC(C)C[C@H]1CNC(=S)N1CC1CCN(CCCC2CCCCC2)CC1 in the list: 2 | -5 | 3 | 2 | -2 | 0 | -0.4 | -2 | 6 | 1
COc1ccc(S(=O)(=O)N2CCCC2)cc1C(=O)N1CCOCC1 in the list: -6 | -4 | 5 | -2 | 4 | 3 | -4.2 | -4 | 6 | -8

The list goes on:
SMILES	ABHD4 inh	TDP2 absorb	TCR CD3 inh	Tn7 DDE FP	LEDGF integ inh	UHRF1 MBD2 ctr	PG9 binder	PRMT1 inh	HTRA1 inhibitor	SIAE primary
Cc1ccc(N2C(=O)N(CC(=O)Nc3ccc(C)cc3[N+](=O)[O-])C(=O)C2C)cc1 (configuration not stated)	-5	5	4	-5	-3	-3	-0.1	-2	-8	-1
COc1ccc(OCC(Cn2cnc3ccccc32)OC(C)=O)cc1 (configuration not stated)	-3	10	0	0	3	-4	-0.5	-2	5	3
O=C(NCc1ccccc1Cl)C1CCN(S(=O)(=O)c2cccs2)CC1	3	8	-3	1	-1	4	0.4	4	9	-1
CCOc1ccc(NC(=O)c2cnccn2)cc1	5	-1	2	2	1	1	-0.1	1	7	0
COC(=O)c1ccc(COc2ccc(CNCc3ccc(Cl)cc3)cc2)cc1	-5	6	2	-1	2	-2	-2.8	-3	-7	-5
Cc1ccc(C(=O)NN2C(=O)CSC2=S)cc1	-103	7	-17	1	2	-5	-0.5	-2	-2	2
Cc1ccc(C)c(-c2nnc(NC(=O)C3=COCCO3)o2)c1	5	0	1	7	-3	-2	-1.1	2	9	-5
O=P(OCC1CCCO1)(OCC1CCCO1)OCC1CCCO1 (configuration not stated)	6	-8	11	0	-4	-1	-1.3	1	2	0
Cc1c(NC(=O)C(C)OC(=O)/C=C/c2ccccc2)c(=O)n(-c2ccccc2)n1C (configuration not stated)	-4	-9	2	-2	3	3	0.2	-2	4	2
CCOC(=O)C1(Cc2cccc(Cl)c2)CCCN(C(=O)c2cn[nH]c2)C1 (configuration not stated)	-6	-12	6	1	4	0	-1.1	-4	0	-2
C[C@@H]1CN([C@@H](C)CO)C(=O)CCCn2cc(nn2)CO[C@H]1CN(C)C(=O)Nc1ccnc(N2CCOCC2)c1	1	1	-1	-12	0	8	0.2	-2	nt	1
COc1ccc(N(CC(=O)Nc2ccccc2C(=O)N2CCCC2)S(=O)(=O)c2ccccc2)cc1	1	14	8	2	2	5	-2.6	1	-4	2
CN=C(Nc1ccc2c(c1)OCO2)SC1CC(=O)N(c2ccccc2)C1=O (configuration not stated)	-1	-11	4	-2	0	0	0.0	2	-15	4
Cn1cnnc1SCC(=O)NC1CCCN(Cc2ccccc2F)C1 (configuration not stated)	4	6	0	0	1	3	-0.5	-1	-4	2
O=C(O)C1CC(=O)N(c2ccc3c(c2)OCCO3)C1 (configuration not stated)	-8	-7	-13	-1	7	21	-1.2	0	2	-3
O=S(=O)(c1ccccc1)c1nc(-c2ccco2)oc1N1CCOCC1	-9	8	2	0	1	13	0.5	2	-4	4
COc1ccc(-c2csc(/C(C#N)=C/Nc3ccc4c(c3)OCCO4)n2)cc1	3	1	8	-2	1	-3	-3.2	4	8	0
Cc1ccc(-n2c(C)cc(C(=O)CN3CCCCC3)c2C)cc1	5	-3	2	3	-2	1	0.0	-4	-11	-1
Cc1c(OCC(=O)NCc2cccnc2)ccc2c3c(c(=O)oc12)CCCC3	6	8	0	8	-1	-3	0.7	-1	-2	11
O=C(Nc1ccc(F)c([N+](=O)[O-])c1)c1cccs1	4	-2	9	3	3	2	-0.9	-2	-5	-3
C[C@@H]1CN([C@H](C)CO)C(=O)c2cc(NC(=O)Nc3ccc(C(F)(F)F)cc3)ccc2O[C@H]1CN(C)Cc1ccc(Cl)c(Cl)c1	-14	-8	27*	-1	1	0	-0.8	0	-47	-11
O=C(Nc1cccc(F)c1)C1CCCN(S(=O)(=O)c2cccc3cccnc23)C1 (configuration not stated)	-4	-5	-8	4	-1	0	-0.8	5	-5	4
COC(=O)Cc1nnn2c1CC(OC)c1ccccc1-2 (configuration not stated)	1	-2	0	-2	1	0	-0.9	-10	nt	7
Cc1ccc2c(c1)nnn2C1CCN(CC(=O)N2CCN(c3ccc(F)cc3)CC2)CC1	-2	-6	1	3	-1	6	-1.1	-1	-1	0
